Screening data (PubChem BioAssay)
CSN deneddyl inh – inhibitors of CSN-mediated cullin deneddylation, primary screen, biochemical, fluorescence polarization, uHTS; Purified CSN, SCF-Nedd8-OG deneddylation; inhibition, % at 12.5 µM; 360,000 tested, 0.38% active; COP9 signalosome complex subunit 5 (Homo sapiens), Q92905;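 active = pattern-corrected inhibition above about 35%, with an unprinted fluorescence ratio check between 0.5 and 1.5, limit read from the data, passing the limit was not always enough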;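 note: 0% = enzyme with substrate and 100% = substrate without enzyme; some results filed as inactive read as strong as hits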
Target sequence (Q92905 whole entry, looked up, one chain of several): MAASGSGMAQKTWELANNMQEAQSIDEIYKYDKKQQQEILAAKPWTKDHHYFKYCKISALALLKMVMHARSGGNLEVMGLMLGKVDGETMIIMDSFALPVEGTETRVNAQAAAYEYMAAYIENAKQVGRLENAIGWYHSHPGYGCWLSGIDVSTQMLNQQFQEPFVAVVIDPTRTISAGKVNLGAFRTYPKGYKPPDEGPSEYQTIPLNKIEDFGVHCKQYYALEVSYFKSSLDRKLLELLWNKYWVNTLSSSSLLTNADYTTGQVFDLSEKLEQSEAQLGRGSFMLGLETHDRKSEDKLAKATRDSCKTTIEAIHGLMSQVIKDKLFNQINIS
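Test system: Human Csn5 produced in HEK293T cells | Compound: 12.5 µM single point | Times: 90 min, room temperature | Signal: Fluorescence polarization readout | Read-out basis: % inhibition of substrate cleavage by Csn5 | Controls: no-enzyme wells high, enzyme-with-substrate wells low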
Scp-1 inhibitor – Scp-1 phosphatase inhibitors, primary screen, biochemical, colorimetric, uHTS. Recombinant Scp1, phosphopeptide, malachite green phosphate absorbance. inhibition, % at 20 µM. 340,000 tested, 0.88% active;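 active = inhibition above about 50% at 20 µM, limit read from the data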;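 note: plate controls were DMSO wells with enzyme for no effect and wells lacking enzyme for full effect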
Target sequence (Q9GZU7 76-261 limits assumed): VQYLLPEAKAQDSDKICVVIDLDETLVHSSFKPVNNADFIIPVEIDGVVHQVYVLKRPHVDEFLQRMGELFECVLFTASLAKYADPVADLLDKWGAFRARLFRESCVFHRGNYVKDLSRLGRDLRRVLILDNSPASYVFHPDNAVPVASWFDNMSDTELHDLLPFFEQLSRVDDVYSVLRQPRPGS
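Test system: SCP-1 phosphatase catalytic domain, residues 76-261; measured by: colorimetric phosphate reagent with accelerator and stabiliser, absorbance at 630 nm; timing: enzyme reaction 45 min at room temperature, colour 5 min, stabilisation 30 min; also added: Phosphorylated 17-residue peptide substrate; compound dosing: one concentration, 20 µM, with 1.0% DMSO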
LMPTP inh – LMPTP phosphatase inhibitors, primary screen, biochemical, fluorescence intensity, uHTS. Low molecular weight phosphotyrosine protein phosphatase (Homo sapiens), P24666. recombinant LMPTP-A, OMFP fluorogenic substrate. inhibition, % at 20 µM. 360,000 tested, 0.22% active. AID 651560, 2012;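 active = compounds that cut the enzyme signal by at least half of the control window in the single-dose screen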;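 note: plate controls were DMSO wells with enzyme plus substrate for no effect and substrate without enzyme for full effect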
Target sequence (P24666 whole entry, looked up): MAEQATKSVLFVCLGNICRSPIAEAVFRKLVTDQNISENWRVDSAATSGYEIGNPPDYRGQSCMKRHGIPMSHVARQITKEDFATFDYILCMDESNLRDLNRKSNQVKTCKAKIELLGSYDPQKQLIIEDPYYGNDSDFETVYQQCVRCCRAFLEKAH
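Buffer or medium: Bis-Tris pH 6.0, DTT, detergent; Assay system: LMPTP-A enzyme; Quantity: 0.625 nM enzyme; Detection: endpoint fluorescence intensity; Times: 50 min dark incubation at room temperature; Controls: substrate-only low control, DMSO enzyme-plus-substrate high control; Doses: single 20 µM dose; Read-out: percent inhibition versus substrate-only and uninhibited controls; Reagent: 400 µM OMFP.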
NadD block – inhibitors of S. aureus NadD, primary screen, biochemical, colorimetric, uHTS; purified NadD enzyme, colorimetric absorbance read-out; inhibition, % at 20 µM; 360,000 tested, 0.78% active; Nicotinate-nucleotide adenylyltransferase NadD (Staphylococcus aureus N315); in the data active = inhibition above about 26%; note: some compounds past the cut are filed as inactive
Tb MetRS inh – T. brucei MetRS inhibitors, primary screen, biochemical, luminescence; methionyl-tRNA synthetase (Trypanosoma brucei brucei); inhibition, % at 11.9 µM; 360,000 tested, 0.4% active; purified T. brucei MetRS, ATP depletion, Kinase-Glo luminescence;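 active = inhibition above a per-plate cutoff of the control wells' mean inhibition plus 3 SD, cut at about 5.5% in these data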;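 note: 0% = DMSO wells median and 100% = median of wells with control inhibitor compound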
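technique = Kinase-Glo luminescence, ATP depletion format | system = purified MetRS (methionyl-tRNA synthetase) enzyme from Trypanosoma brucei | timing = 15 min preincubation, 2 h reaction, all 25 °C | evaluation = percent inhibition versus plate control medians | dosing = single dose, 11.9 µM final nominal, 0.9% final DMSO | also added = substrates ATP, L-methionine and bulk Escherichia coli tRNA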
DNMT1 inh – human DNMT1 methyltransferase inhibitors, primary screen, biochemical, molecular beacon, fluorescence, HinP1I cleavage, uHTS; inhibition (reported as % activation of signal), % at 10 µM; DNA (cytosine-5)-methyltransferase 1 (Homo sapiens), P26358; 360,000 tested, 0.83% active; in the data active = inhibition above about 50%
MsrA inhibitor – bovine MsrA enzyme inhibitors, primary screen, biochemical, absorbance, HTS | 360,000 tested, 0.75% active | AID 651718, 2012 | inhibition, % at 15.5 µM | purified bovine MsrA, absorbance read-out | Methionine sulfoxide reductase A (Bos taurus); in the data active = inhibition above about 4.5%;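 note: 0% = vehicle wells with enzyme and 100% = reference inhibitor wells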
STEP block – STEP phosphatase inhibitors, primary screen, biochemical, fluorescence intensity, uHTS; Tyrosine-protein phosphatase non-receptor type 5 (Homo sapiens), P54829; recombinant STEP, OMFP fluorogenic substrate; inhibition, % at 20 µM; 360,000 tested, 0.25% active; AID 588621, 2011;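 active = inhibition at 20 µM, scaled per plate between control wells, above about 37%, limit read from the data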;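 note: 0% = DMSO with enzyme and substrate and 100% = substrate only without enzyme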
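System: STEP phosphatase, cell-free reaction; Buffer or medium: Bis-Tris pH 6.0 buffer with DTT, detergent; Incubation: 20 min at room temperature, dark; Measured by: fluorescence, 480/540 nm.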
SUMO1-SIM PPI – modulators of SUMO1 protein-protein interactions, primary screen, biochemical, uHTS; SUMO1 binding to a labelled peptide, TR-FRET, 1 h; 360,000 tested, 0.33% active; Small ubiquitin-related modifier 1 (Homo sapiens), P63165; inhibition, % at 20 µM; in the data active = inhibition above about 37%
Target sequence (P63165 whole entry, looked up): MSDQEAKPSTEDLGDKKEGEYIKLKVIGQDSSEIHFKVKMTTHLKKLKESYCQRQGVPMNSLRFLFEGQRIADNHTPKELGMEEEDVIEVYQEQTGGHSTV
Rpn11 inh – Rpn11 (PSMD14) deubiquitinase inhibitors, primary screen, biochemical, fluorescence polarization, uHTS. 26S proteasome non-ATPase regulatory subunit 14 (Homo sapiens), O00487. human 26S proteasome, Ub4-pepOG fluorescence polarization; 20S core pre-blocked with epoxomicin. calls only at 20 µM. 360,000 tested, 0.59% active. AID 588493, 2011;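 active = inhibition at 20 µM, scaled to each plate's controls, above about 33%, limit read from the data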
Active calls of the source: *; i = inactive; . = not tested or not shown.

entry	CSN deneddyl inh	Scp-1 inhibitor	LMPTP inh	NadD block	Tb MetRS inh	DNMT1 inh	MsrA inhibitor	STEP block	SUMO1-SIM PPI	Rpn11 inh	Molecule
1	5	16	0.0	-1	-0.3	0	-1.1	0	1	i	CCn1c(SCC(=O)Nc2ccccc2)nc2ccccc2c1=O
2	4	0	0.6	11	-0.2	-8	0.5	-3	7	i	COc1ccc(NC(=O)CCC(=O)c2ccc(Cl)cc2)cn1
3	-1	-7	-3.6	-1	-0.1	3	-0.7	1	2	i	CN(C)CCC(C(=O)c1ccccc1)c1ccncc1 (configuration not stated)
4	7	1	-0.5	-2	-0.5	-4	1.9	0	-1	i	Cc1nnc(C)n1/N=C/c1ccc2c(c1)OCCO2
5	4	-6	5.8	1	2.4	-2	0.6	1	3	i	O=C(CSc1nc2ccc(Cl)cc2[nH]1)c1ccc2c(c1)OCO2
6	0	10	0.3	-2	-0.5	2	-0.8	1	-1	i	Cn1cccc1C(=O)NNC(=O)c1ccccc1Br
7	3	-10	2.4	-9	0.7	1	0.1	0	7	i	COc1ccc(CCNC(=O)c2cc(-c3cc(Cl)ccc3O)n[nH]2)cc1OC
8	-6	-5	0.9	4	0.4	-2	1.0	-1	-6	i	Cc1cc(C)c2c(N)c(C(=O)c3ccc(Cl)cc3Cl)sc2n1
9	-1	-2	-2.5	2	-1.9	-6	0.8	0	2	i	CC(C)(C)CN1CCN(Cc2cccnc2)CC1CCO (configuration not stated)
10	5	59*	8.5	0	0.9	67*	1.9	-2	-23	i	O=C(NCc1ccco1)c1ccc([N+](=O)[O-])o1
11	4	-8	1.9	-6	-1.1	0	0.9	0	-22	i	O=[N+]([O-])c1ccc(N2CCN(S(=O)(=O)c3ccccc3)CC2)cc1
12	-1	-6	-0.3	0	0.0	0	-1.6	-1	-6	i	CCOC(=O)C1CCN(S(=O)(=O)c2ccc3c(c2)CCCN3C(C)=O)CC1
13	0	-3	0.2	-2	0.7	3	-1.2	-2	-2	i	CN(C)CCNC(=O)Cn1ccc2cc(S(=O)(=O)N3CCCCCC3)ccc21
14	-1	-18	-2.7	-7	-0.3	1	0.7	3	-4	i	Cc1noc(N)c1C(=O)Nc1ccccc1F
15	-2	2	0.4	2	0.2	3	1.9	-2	-4	i	O=S(c1ccccc1)c1ccccc1
16	-1	-5	0.0	-3	-0.1	2	.	2	-1	i	COc1ccc(NC(=O)C(=O)NCC(c2ccco2)N2CCc3ccccc32)cc1 (configuration not stated)
17	-1	-4	7.1	-5	-0.3	1	-0.5	-2	-11	i	N/C(=N\OC(=O)c1ccc2c(c1)OCO2)c1ccc([N+](=O)[O-])cc1
18	4	2	-0.2	7	0.0	4	-0.6	-1	2	i	CCC(C)(C)C1CCC2(CC1)NC(=O)N(CC(=O)Nc1cc(C(F)(F)F)ccc1N1CCOCC1)C2=O (configuration not stated)
19	0	-5	-1.6	-3	-0.5	0	0.2	-2	-2	i	CCC(=O)NCc1c(Cl)cccc1-n1cccc1
20	3	-7	1.9	-2	-0.5	-17	0.1	-1	3	i	Oc1ccc(Br)cc1-c1cc(-c2ccccc2)n[nH]1
21	-4	-1	1.5	10	-0.1	-3	1.1	-1	2	i	COc1ccc(F)cc1C(=O)C1CCCN(C(=O)CCc2ccccn2)C1 (configuration not stated)
22	1	-2	-0.5	10	-0.3	24	2.5	-1	4	i	O=c1cc(-c2ccccc2)cc(-c2ccccc2)n1O
23	3	-9	0.9	-2	-0.1	-8	.	1	-1	i	COCOc1ccc(-c2cc(=O)c3c(OCOC)cc(OCOC)cc3o2)cc1
24	-6	-2	-1.5	-7	0.8	3	0.0	0	0	i	O=C(NCC1CCCO1)C1CCC(=O)N1CCc1ccccc1 (configuration not stated)
25	-1	-8	0.5	-2	0.1	-2	-0.1	-2	1	i	CCOc1ccccc1NC(=O)COn1nnc2ccc(Cl)cc21
26	-2	-1	-0.3	-5	-0.8	-1	-0.4	0	-5	i	Cc1cccc(/C(N)=N/OC(=O)c2cccnc2)c1
27	-3	9	-2.0	-3	-0.6	-1	0.4	1	-1	i	CC(C)(C)N1NC2(CCCCC2)NC1=S
28	-4	0	-2.0	-2	-0.8	1	-0.7	0	-3	i	Cc1ccc(NC(=O)N(CCCN2CCOCC2)Cc2cccs2)cc1C
29	0	-7	-0.4	-4	0.3	-3	-1.2	-5	1	i	O=C(COc1ccc(Cl)cc1)N1CCN(C(=O)c2cccc(F)c2)CC1
30	-5	-6	-0.9	9	-0.3	-1	-0.3	1	0	i	C/C(CC(=O)Nc1cccc(C(F)(F)F)c1)=N\NC(=O)Cc1ccccc1
31	0	9	-0.3	1	-0.1	5	0.6	0	4	i	COC(=O)C1(CCSC)NC(c2ccccc2F)C2C(=O)N(c3ccc4c(c3)OCCO4)C(=O)C21 (configuration not stated)
32	1	4	0.7	-6	1.5	-1	1.5	-2	-2	i	C/C(=N\NC(=O)c1c(C)nc2ccccn12)c1ccc(C(C)(C)C)cc1
33	3	-9	-0.6	-2	0.3	0	1.5	-1	2	i	O=C(CNC(=O)C1CCCCC1)NNC(=O)c1ccc(Cl)cc1Cl
34	2	-3	0.5	-3	-0.5	0	-0.2	-3	11	i	O=S(=O)(Nc1ccccc1N1CCOCC1)c1c(F)cc(F)cc1Br
35	-2	.	2.7	17	-0.3	.	0.4	.	-2	.	C=CCNc1nc(-c2sc(NC(=O)C(C)(C)C)nc2C)c(-n2cc(-c3ccccc3)nn2)s1
36	2	0	-1.5	4	0.8	2	0.5	0	2	i	CCOC(=O)N(NC(=O)C(O)(C(C)C)C(C)C)c1ccccc1
37	-3	-1	1.7	-2	-0.5	-2	0.0	-4	-3	i	COc1ccc(Cl)cc1NCCC(O)c1ccc(F)cc1 (configuration not stated)
38	2	-2	-0.5	-4	0.3	-1	0.1	2	-1	i	Cc1cc(C(=O)Nc2ccccc2)oc1C
39	-6	.	28	4	-0.1	1	1.5	0	-2	i	COCCNc1nc(Nc2ccccc2Cl)c2sccc2n1
40	-2	-6	-0.1	0	-0.5	2	0.2	13	1	i	N/C(=N\OS(=O)(=O)c1ccccc1)c1ccncc1
41	-1	-6	-2.3	-7	-0.6	3	-1.7	-2	-4	i	CCCN(CCO)Cc1ccc(Cl)c(Cl)c1
42	2	-8	-0.4	-9	-0.5	3	0.7	0	-23	i	O=C(Nc1ccc([N+](=O)[O-])cc1)C1COc2ccccc2O1 (configuration not stated)
43	1	-7	-0.9	-1	0.0	-7	-0.6	-2	2	i	Cn1cc(CN2CCCC(C(=O)c3ccc(-c4ccccc4)c(F)c3)C2)cn1 (configuration not stated)
44	-1	-3	-1.6	-9	-0.3	-2	-0.6	0	-7	i	CCCNC(=O)c1ccc(N2CCC3(CC2)CC(c2ccccc2)=NO3)c(N)c1
45	3	-4	0.0	-4	-0.6	-6	-0.7	-20	3	i	Cc1ccc(S(=O)(=O)n2c(CN3CCCC(C)C3)nc3ccccc32)cc1 (configuration not stated)
46	6	.	-1.0	-4	0.0	4	1.5	-2	-7	i	COc1ccc(C(C)(NC(C)=O)c2nc(-c3cccc(C(=O)O)c3)cs2)cc1 (configuration not stated)
47	0	-8	-1.1	7	-0.4	2	-0.1	-1	0	i	Nc1nnc(SCC(=O)N2CCN(c3cccc(Cl)c3)CC2)n1-c1ccccc1
48	0	-5	-1.0	4	-0.3	2	.	-3	2	i	N#CC1=C(N)SC2(CCCCC2)SC1c1ccccc1 (configuration not stated)
49	-6	-6	-0.1	1	0.0	-1	1.0	-2	1	i	COC(=O)c1cc(S(=O)(=O)N2CCOCC2)c(Cl)cc1N1CCOCC1
50	-8	-8	-0.2	-2	-0.3	0	0.5	-2	0	i	CS(=O)(=O)N(Cc1ccc(C(=O)NN=C2CCCC2)cc1)c1ccccc1
51	1	-6	-0.8	6	-0.3	-3	1.4	-1	-6	i	CCOc1ccc(CCNC(=O)COC(=O)c2nccnc2N)cc1OCC
52	2	.	-0.1	0	-0.7	.	1.2	.	2	.	CCOC(=O)[C@]12CCC=C1N(Cc1ccco1)C(=O)[C@H](CC(=O)N1CCSCC1)C2
53	-3	-4	0.5	0	0.9	3	-0.4	-1	-3	i	COc1ccccc1N1CCN(C(=O)CCNC(=O)c2ccco2)CC1
54	1	.	0.2	-1	-0.2	8	0.2	4	-3	i	CCOC(=O)C1(C)CCN1C(=O)c1ccc2c(c1)CCO2 (configuration not stated)
55	7	-5	-0.7	1	-0.2	1	-1.8	1	-3	i	CCOCCCNC(=O)C(c1ccc(C)cc1)N(Cc1ccc2c(c1)OCO2)C(=O)c1cnccn1 (configuration not stated)
56	6	0	1.2	-9	-0.8	-1	-0.6	-1	-26	i	Cc1ccccc1Oc1nc2c(C)cccn2c(=O)c1/C=C(\C#N)C(=O)NC1CCS(=O)(=O)C1 (configuration not stated)
57	2	-7	0.7	-1	-0.3	1	-1.5	-1	9	i	CC(C)CN(C(=O)c1ccc2c(c1)OCO2)C1CCS(=O)(=O)C1 (configuration not stated)
58	1	-2	-0.5	1	-0.2	1	0.1	3	2	i	CCOC(=O)C(CC)Sc1nnc2n1C(C)(C)Cc1ccccc1-2 (configuration not stated)

Ordered by formula weight (high to low): part of the list above.
entry	CSN deneddyl inh	Scp-1 inhibitor	LMPTP inh	NadD block	Tb MetRS inh	DNMT1 inh	MsrA inhibitor	STEP block	SUMO1-SIM PPI	Rpn11 inh	Molecule
49	-6	-6	-0.1	1	0.0	-1	1.0	-2	1	i	COC(=O)c1cc(S(=O)(=O)N2CCOCC2)c(Cl)cc1N1CCOCC1
51	1	-6	-0.8	6	-0.3	-3	1.4	-1	-6	i	CCOc1ccc(CCNC(=O)COC(=O)c2nccnc2N)cc1OCC
17	-1	-4	7.1	-5	-0.3	1	-0.5	-2	-11	i	N/C(=N\OC(=O)c1ccc2c(c1)OCO2)c1ccc([N+](=O)[O-])cc1
